BoNT A protease: inhibitors of Botulinum neurotoxin A light chain protease | multiplex microsphere protease substrate cleavage, flow cytometry | inhibition, % at 10 µM | 360,000 compounds, 0.17% hits | AID 588499; also: plate controls were buffer without enzyme for full effect and enzyme alone for no effect
PrPC TRFRET: cell surface PrPC inhibition, primary TR-FRET screen | P04156 | TR-FRET read-out | inhibition, % at 13.8 µM | 370,000 compounds, 0.43% hits; in the data active = inhibition above about 24%; also: 0% = median of the test wells and 100% = reference compound wells
Anthrax LF prot: inhibitors of Bacillus anthracis lethal factor protease; P15917; multiplex microsphere protease cleavage assay, LF; inhibition, % at 10 µM; 360,000 compounds, 0.12% hits; also: plate controls were buffer without enzyme for full effect and enzyme alone for no effect
Target sequence (P15917 whole entry, looked up): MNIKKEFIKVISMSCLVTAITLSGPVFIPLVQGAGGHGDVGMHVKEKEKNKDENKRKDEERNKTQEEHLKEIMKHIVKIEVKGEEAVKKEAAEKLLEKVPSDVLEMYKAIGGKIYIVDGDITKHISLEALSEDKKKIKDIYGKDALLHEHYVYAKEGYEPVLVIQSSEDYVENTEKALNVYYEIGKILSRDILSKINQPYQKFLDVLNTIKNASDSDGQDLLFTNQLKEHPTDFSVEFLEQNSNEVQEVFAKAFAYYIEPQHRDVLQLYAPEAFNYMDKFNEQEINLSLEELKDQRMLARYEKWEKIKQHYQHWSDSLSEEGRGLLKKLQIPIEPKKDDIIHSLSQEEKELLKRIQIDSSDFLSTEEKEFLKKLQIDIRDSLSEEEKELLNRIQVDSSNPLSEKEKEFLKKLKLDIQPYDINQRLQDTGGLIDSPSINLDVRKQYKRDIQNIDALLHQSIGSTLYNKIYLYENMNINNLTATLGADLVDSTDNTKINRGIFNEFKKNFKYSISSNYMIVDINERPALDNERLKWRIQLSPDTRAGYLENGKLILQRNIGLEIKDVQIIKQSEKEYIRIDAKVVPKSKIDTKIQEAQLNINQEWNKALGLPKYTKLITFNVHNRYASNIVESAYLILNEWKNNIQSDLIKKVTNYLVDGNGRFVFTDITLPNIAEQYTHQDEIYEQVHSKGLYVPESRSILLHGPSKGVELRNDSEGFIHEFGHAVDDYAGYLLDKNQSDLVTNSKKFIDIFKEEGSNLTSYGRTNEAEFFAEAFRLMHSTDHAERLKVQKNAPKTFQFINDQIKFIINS
TcdB GH inh: TcdB glycohydrolase inhibition. TcdB glycohydrolase enzymatic assay, plate reader. inhibition, % at 9.99 µM. 350,000 compounds, 0.24% hits; in the data active = inhibition above about 10%
CCHF vOTU inh: CCHFV vOTU protease inhibition | 370,000 compounds, 0.55% hits | AID 651958 | inhibition, % at 11.5 µM | Pep-AMC fluorescence; in the data active = inhibition above about 30%; also: 0% = vehicle wells with enzyme and 100% = no enzyme wells
FadD28 binding: blocks FadD28 binding to the bisubstrate probe; inhibition, % at 12.5 µM; AID 588549; 360,000 compounds, 0.22% hits; fluorescence polarization; in the data active = inhibition above about 8.5%, passing the limit was not always enough; inconclusive = no clear call, values can overlap the other calls
BoNT F protease: inhibitors of Botulinum neurotoxin F light chain protease. Multiplex microsphere protease cleavage assay, flow cytometry. inhibition, % at 10 µM. 360,000 compounds, 0.22% hits. AID 588497; in the data active = inhibition above about 35%, passing the limit was not always enough; inconclusive = no clear call, values can overlap the other calls; also: plate controls were buffer without enzyme for full effect and enzyme alone for no effect
Y pestis TopoI: blocks Yersinia pestis topoisomerase I activity; Y. pestis Topo-I cleavage product accumulation, plate reader; activity, % at 10 µM; 360,000 compounds, 0.064% hits; AID 504884; in the data active = activity above about 50%, passing the limit was not always enough; inconclusive = no clear call, values can overlap the other calls; also: inactives centre near 2
PfHsp40 rescue: restores yeast growth despite PfHsp40 toxicity. growth rescue, % at 12.5 µM. 340,000 compounds, 0.68% hits. S. cerevisiae expressing PfHsp40, growth rescue, ATP luminescence; in the data active = growth rescue above about 28%, passing the limit was not always enough; inconclusive = no clear call, values can overlap the other calls;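 also: yeast W303a lacking pdr1 and pdr3 grown in galactose medium; growth measured after three days at 30 °C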
* marks the source's active call; other numbers are inactive results. Rule as the data show it, unless noted: active = inhibition above about 30%; inconclusive = no clear call, values can overlap the other calls; inactive = below that.

`O=c1[nH]c(COc2ccc(Br)cc2Cl)nc2ccccc12` gave BoNT A protease 1.9, PrPC TRFRET 4, Anthrax LF prot 0, TcdB GH inh 2.4, CCHF vOTU inh 14, FadD28 binding -0.6, BoNT F protease 14, Y pestis TopoI 18 and PfHsp40 rescue 1.4.
CC(=O)c1cnc(Nc2cccc(Cl)c2Cl)s1 was read as BoNT A protease -0.1, PrPC TRFRET 26*, Anthrax LF prot 1, TcdB GH inh 2.6, CCHF vOTU inh 7, FadD28 binding -4.1, BoNT F protease -5, Y pestis TopoI -4 and PfHsp40 rescue 0.0.
For CCn1c(SCC(=O)NCc2ccccc2)nnc1-c1c[nH]c2ccccc12 the results were BoNT A protease 0.6, PrPC TRFRET -5, Anthrax LF prot -7, CCHF vOTU inh -6, FadD28 binding -3.3, BoNT F protease -2, Y pestis TopoI 2 and PfHsp40 rescue -1.6.
CC(C)NC(=O)C1CCN(Cc2cccc(Oc3ccccc3)c2)CC1 was read as BoNT A protease -0.4, PrPC TRFRET -9, Anthrax LF prot -11, TcdB GH inh 0.2, CCHF vOTU inh 19, FadD28 binding -1.4, BoNT F protease 23, Y pestis TopoI 6 and PfHsp40 rescue 1.0.
CCCCCSc1nnc2c(n1)OC(C)N(C(C)=O)c1ccccc1-2 (stereo not drawn) was read as BoNT A protease 0.3, PrPC TRFRET -5, Anthrax LF prot -2, TcdB GH inh 0.4, CCHF vOTU inh -1, FadD28 binding -0.6, BoNT F protease 5, Y pestis TopoI 11 and PfHsp40 rescue -0.3.
Cc1cc(NC(=O)C2CC(=O)N(c3ccccc3)C2)no1 (stereo not drawn) was read as BoNT A protease -0.7, PrPC TRFRET 2, Anthrax LF prot -1, CCHF vOTU inh 5, FadD28 binding -2.3, BoNT F protease -2, Y pestis TopoI -1 and PfHsp40 rescue -1.2.
Screening COC(=O)C1=C(C)NC(=S)NC1c1ccc(OC(=O)c2ccco2)cc1 (stereo not drawn) returned BoNT A protease -2.6, PrPC TRFRET -3, Anthrax LF prot -2, TcdB GH inh 0.1, CCHF vOTU inh -3, FadD28 binding -1.5, BoNT F protease -15, Y pestis TopoI inconclusive and PfHsp40 rescue -1.6.
`COc1ccccc1C=C1CCc2ccccc2C1=O` gave BoNT A protease -0.1, PrPC TRFRET -1, Anthrax LF prot -1, TcdB GH inh 0.4, CCHF vOTU inh 18, FadD28 binding -4.7 and BoNT F protease -6.
COc1ccc(NC(=S)Nc2ccc(OC)cc2OC)c(OC)c1 was read as BoNT A protease 0.7, PrPC TRFRET 3, Anthrax LF prot -1, CCHF vOTU inh -9, FadD28 binding -2.2, BoNT F protease -3, Y pestis TopoI 0 and PfHsp40 rescue -0.6.
CS(=O)(=O)Nc1cccc(C2=NN(S(=O)(=O)c3ccccc3)C(c3cccs3)C2)c1 (stereo not drawn) was read as BoNT A protease 0.1, PrPC TRFRET 9, Anthrax LF prot 2, TcdB GH inh -0.6, CCHF vOTU inh -3, FadD28 binding -8.7, BoNT F protease 1, Y pestis TopoI 19 and PfHsp40 rescue 1.5.
Cc1cc(NC(=O)c2cccs2)ncc1NC(=O)c1cccc(F)c1 was read as BoNT A protease 0.6, PrPC TRFRET 0, Anthrax LF prot 0, TcdB GH inh 0.1, CCHF vOTU inh -4, FadD28 binding 1.4, BoNT F protease 1, Y pestis TopoI 3 and PfHsp40 rescue -0.2.
For COc1ccccc1CC(O)CC1c2c(cc3c(c2OC)OCO3)CCN1C (stereo not drawn) the results were BoNT A protease -1.4, PrPC TRFRET -3, Anthrax LF prot -3, TcdB GH inh 0.7, CCHF vOTU inh -13, FadD28 binding -0.3, BoNT F protease -22, Y pestis TopoI 22 and PfHsp40 rescue 1.6.
`O=C1CCCCN1CCC(=O)N1CCCC(Nc2ccc(F)c(F)c2)C1` (stereo not drawn) gave BoNT A protease -1.1, PrPC TRFRET -3, Anthrax LF prot 0, TcdB GH inh 7.8, CCHF vOTU inh 16, FadD28 binding -1.9, BoNT F protease -3, Y pestis TopoI 2 and PfHsp40 rescue -0.1.
For Cn1c(=O)[nH]c(=O)c2c1nc(CN1CCOCC1)n2CCCc1ccccc1 the results were BoNT A protease 2.6, PrPC TRFRET 7, Anthrax LF prot 4, TcdB GH inh 0.4, CCHF vOTU inh -4, FadD28 binding -4.4, BoNT F protease -16, Y pestis TopoI 6 and PfHsp40 rescue -2.1.
`CC1CCCC(NC(=O)COC(=O)CCc2ccccc2)C1C` (stereo not drawn) gave BoNT A protease 0.2, PrPC TRFRET -8, Anthrax LF prot 1, TcdB GH inh 0.0, CCHF vOTU inh 1, FadD28 binding -2.5, BoNT F protease -3, Y pestis TopoI -3 and PfHsp40 rescue 1.3.

Two neighbouring records already listed, quoted:
`O=c1[nH]c(COc2ccc(Br)cc2Cl)nc2ccccc12` gave BoNT A protease 1.9, PrPC TRFRET 4, Anthrax LF prot 0, TcdB GH inh 2.4, CCHF vOTU inh 14, FadD28 binding -0.6, BoNT F protease 14, Y pestis TopoI 18 and PfHsp40 rescue 1.4.
CC(=O)c1cnc(Nc2cccc(Cl)c2Cl)s1 was read as BoNT A protease -0.1, PrPC TRFRET 26*, Anthrax LF prot 1, TcdB GH inh 2.6, CCHF vOTU inh 7, FadD28 binding -4.1, BoNT F protease -5, Y pestis TopoI -4 and PfHsp40 rescue 0.0.

New compounds follow.
`COc1ccccc1N(C(C)=O)C1=C(Cl)C(=O)c2ccccc2C1=O` gave BoNT A protease -0.8, PrPC TRFRET 6, Anthrax LF prot -7, TcdB GH inh -0.7, CCHF vOTU inh 91*, FadD28 binding 0.0, BoNT F protease -12 and Y pestis TopoI -3.
Screening O=C(CNC(=O)N1CC(=O)Nc2ccccc21)Nc1cc(Cl)ccc1Cl returned BoNT A protease -0.3, PrPC TRFRET -2, Anthrax LF prot -3, TcdB GH inh -0.2, CCHF vOTU inh 3, FadD28 binding -0.5, BoNT F protease 5, Y pestis TopoI -8 and PfHsp40 rescue 1.0.
For O=C(Nc1cccc(C(F)(F)F)c1)c1cc(Br)cc2c1OCC2 the results were BoNT A protease 0.5, PrPC TRFRET 4, Anthrax LF prot -5, TcdB GH inh 1.0, CCHF vOTU inh 6, FadD28 binding -3.5, BoNT F protease -6, Y pestis TopoI 5 and PfHsp40 rescue 0.2.
Cc1cc(C(=O)Nc2sc3c(c2C#N)CCCC3)no1 was read as BoNT A protease -0.4, PrPC TRFRET 1, Anthrax LF prot -1, TcdB GH inh 1.5, CCHF vOTU inh 2, FadD28 binding -2.7, BoNT F protease 0, Y pestis TopoI 8 and PfHsp40 rescue 3.0.
`CC(=O)NS(=O)(=O)c1ccc(NC(=S)NC(=O)c2ccco2)cc1` gave BoNT A protease 0.4, PrPC TRFRET 4, Anthrax LF prot -5, CCHF vOTU inh -4, FadD28 binding -1.2, BoNT F protease 16, Y pestis TopoI -4 and PfHsp40 rescue 1.1.
For Cc1ccc(C)c(NC(=O)CSc2nnc(CNC(=O)c3cccs3)o2)c1 the results were BoNT A protease 0.3, PrPC TRFRET 0, Anthrax LF prot 0, TcdB GH inh 0.3, CCHF vOTU inh 8, FadD28 binding -2.5, BoNT F protease 0, Y pestis TopoI 6 and PfHsp40 rescue -1.7.
For Nc1cccc(-c2cn3cc(C(F)(F)F)cc(Cl)c3n2)c1 the results were BoNT A protease -0.7, PrPC TRFRET 12, Anthrax LF prot -6, CCHF vOTU inh 4, FadD28 binding -1.1, BoNT F protease -8, Y pestis TopoI 5 and PfHsp40 rescue 1.2.
For CC(=O)c1ccc(NC(=O)C2=CC(c3cccs3)=NS(=O)(=O)N2C)cc1 the results were BoNT A protease 0.6, PrPC TRFRET -23, Anthrax LF prot 0, TcdB GH inh -0.6, CCHF vOTU inh 19, FadD28 binding -1.3, BoNT F protease 7, Y pestis TopoI -14 and PfHsp40 rescue -1.2.
CCOc1ccc(C(C)NC(=S)NCc2ccc(F)cc2)cc1 (stereo not drawn) was read as BoNT A protease 1.3, PrPC TRFRET 2, Anthrax LF prot -2, TcdB GH inh -0.1, CCHF vOTU inh -2, FadD28 binding -4.8, BoNT F protease 11, Y pestis TopoI 8 and PfHsp40 rescue 5.4.
`CCOC(=O)c1nn(-c2ccc(F)cc2)c(=O)cc1OCC(=O)Nc1cccc(C)c1` gave BoNT A protease 0.7, PrPC TRFRET 8, Anthrax LF prot -2, TcdB GH inh -1.1, CCHF vOTU inh -2, FadD28 binding -2.3, BoNT F protease 13, Y pestis TopoI 25 and PfHsp40 rescue 17.
`Cc1cc(C)c(NC(=O)c2ccc(S(=O)(=O)N(C)C)cc2)c(C)n1` gave BoNT A protease -1.9, PrPC TRFRET -4, Anthrax LF prot -5, TcdB GH inh 1.1, CCHF vOTU inh 2, FadD28 binding -0.6, BoNT F protease -11, Y pestis TopoI -9 and PfHsp40 rescue -0.3.
Screening COc1ccccc1NC(=O)c1ccccc1S(=O)(=O)c1ccccc1[N+](=O)[O-] returned BoNT A protease -1.7, PrPC TRFRET -7, Anthrax LF prot -1, TcdB GH inh -0.3, CCHF vOTU inh -11, FadD28 binding -0.8, BoNT F protease -15, Y pestis TopoI -7 and PfHsp40 rescue -1.4.
For CCOC(=O)[C@]12CCCC=C1N(Cc1ccc(Cl)cc1Cl)C(=O)[C@H](CC(=O)NCC1CCCCC1)C2 the results were BoNT A protease 0.5, PrPC TRFRET 1, Anthrax LF prot 0, TcdB GH inh -0.1, CCHF vOTU inh 13 and BoNT F protease 3.
Screening CC1CCc2c(sc(NC(=O)CN3CCN(C(=O)c4ccco4)CC3)c2C#N)C1 (stereo not drawn) returned BoNT A protease 0.2, PrPC TRFRET -4, Anthrax LF prot -4, TcdB GH inh 1.5, CCHF vOTU inh 16, FadD28 binding -1.0, BoNT F protease 9, Y pestis TopoI 14 and PfHsp40 rescue 2.1.
Screening CCC(C)NC(=O)COc1ccc(Br)c(C)c1 (stereo not drawn) returned BoNT A protease -1.1, PrPC TRFRET 5, Anthrax LF prot -4, CCHF vOTU inh -3, FadD28 binding -1.3, BoNT F protease -3, Y pestis TopoI 8 and PfHsp40 rescue -0.8.

The list goes on, overlapping the part above by 2 compounds.
Screening CC1CCc2c(sc(NC(=O)CN3CCN(C(=O)c4ccco4)CC3)c2C#N)C1 (stereo not drawn) returned BoNT A protease 0.2, PrPC TRFRET -4, Anthrax LF prot -4, TcdB GH inh 1.5, CCHF vOTU inh 16, FadD28 binding -1.0, BoNT F protease 9, Y pestis TopoI 14 and PfHsp40 rescue 2.1.
Screening CCC(C)NC(=O)COc1ccc(Br)c(C)c1 (stereo not drawn) returned BoNT A protease -1.1, PrPC TRFRET 5, Anthrax LF prot -4, CCHF vOTU inh -3, FadD28 binding -1.3, BoNT F protease -3, Y pestis TopoI 8 and PfHsp40 rescue -0.8.
CC1=NN(c2ccc(C)c(C)c2)C(=O)/C1=C\C=C\c1ccc([N+](=O)[O-])o1 was read as BoNT A protease -1.7, PrPC TRFRET 7, Anthrax LF prot -2, TcdB GH inh 0.2, CCHF vOTU inh 0, FadD28 binding 0.2, BoNT F protease -8, Y pestis TopoI 6 and PfHsp40 rescue -0.1.
`CCN1C(=O)/C(=C\c2ccco2)C(C(=O)OC)=C1C` gave BoNT A protease 0.1, PrPC TRFRET -1, Anthrax LF prot -2, CCHF vOTU inh -4, FadD28 binding -4.8, BoNT F protease -8, Y pestis TopoI -5 and PfHsp40 rescue -0.8.
For Cc1onc(-c2ccccc2)c1CNS(=O)(=O)c1ccccc1 the results were BoNT A protease inconclusive, PrPC TRFRET 0, Anthrax LF prot 0, TcdB GH inh 2.3, CCHF vOTU inh -13, FadD28 binding -2.6, BoNT F protease inconclusive, Y pestis TopoI -2 and PfHsp40 rescue 0.4.
Screening O=C(Nc1cccc2ccccc12)OCc1cncs1 returned BoNT A protease -0.2, PrPC TRFRET -1, Anthrax LF prot -2, TcdB GH inh 1.5, CCHF vOTU inh 4, FadD28 binding -3.8, BoNT F protease -4, Y pestis TopoI 3 and PfHsp40 rescue 0.6.
`NC(CO)C(O)c1ccc([N+](=O)[O-])cc1` (stereo not drawn) gave BoNT A protease -0.8, PrPC TRFRET -4, Anthrax LF prot -3, TcdB GH inh -0.2, CCHF vOTU inh -7, FadD28 binding -0.6, BoNT F protease -9, Y pestis TopoI 0 and PfHsp40 rescue -0.9.
CCn1c(-c2cccnc2Cl)nc2cc(Cl)c(Cl)cc21 was read as BoNT A protease inconclusive, PrPC TRFRET -4, Anthrax LF prot -2, CCHF vOTU inh -3, FadD28 binding -4.2, BoNT F protease 0, Y pestis TopoI 1 and PfHsp40 rescue -0.6.
